HADH2 inh: HADH2 (human) dehydrogenase inhibition. Q99714. recombinant HADH2, NADH fluorescence, beta-hydroxybutyryl-CoA. Potency, µM (titrated, usually from 57.1 µM), without a hit: top-dose activity change, negative = inhibition, actives largely listed as inhibitors. actives 3.4% (n = 73,000); further: potency means the concentration at half of the fitted maximal effect; on the % scale 0 is the no-effect control and ±100 the full control effect; nearly all actives have a fitted effect of over 60% in size; many of its hits are not listed in these tables
Target sequence (Q99714 whole entry, looked up, one chain of several): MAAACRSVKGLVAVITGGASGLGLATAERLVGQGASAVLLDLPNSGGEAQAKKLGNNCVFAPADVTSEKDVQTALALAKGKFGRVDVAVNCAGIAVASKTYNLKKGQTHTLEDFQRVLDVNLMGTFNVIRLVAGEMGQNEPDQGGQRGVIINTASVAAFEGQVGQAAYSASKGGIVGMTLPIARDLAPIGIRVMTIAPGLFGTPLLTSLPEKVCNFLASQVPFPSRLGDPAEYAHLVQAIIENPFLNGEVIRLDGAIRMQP
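20 nM HADH2 + cpd, 15 min RT; add 1 mM NAD+/90 uM beta-hydroxybutyryl-CoA; kinetic fluorescence 360/450 nm, 4 min. Tris-HCl pH 9.0, 0.01% Tween-20.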
BRCT PPI red: BRCT-phosphoprotein interaction inhibition (red fluorophore); P38398; BRCT-phosphopeptide binding, red fluorescence polarization; Potency, µM (top dose mostly 76.9 µM), for inactives: at the top dose activity change, negative = inhibition, most hits filed as inhibitors; actives 0.03% (n = 75,000); further: on the % scale 0 is the no-effect control and ±100 the full control effect
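Rhodamine-labelled pBACH1 10-mer (100 nM) bound to BRCT domain (100 nM) at pH 7.3; compounds incubated 12 min room temperature, polarization read. Free peptide defines full inhibition; unlabelled decapeptide titrated as control.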
DNA Pol III inh: DNA polymerase III holoenzyme inhibition; reconstituted DNA polymerase III holoenzyme replication, biochemical; Potency, µM (titrated, usually from 57.1 µM), without a hit: top-dose activity change, negative = inhibition; actives 0.25% (n = 71,000); AID 603; further: potency means the concentration at half of the fitted maximal effect; on the % scale 0 is the no-effect control and ±100 the full control effect
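Reconstituted *E. coli* holoenzyme (0.35 nM Pol III, 1 nM beta, 154 nM SSB, 2 nM primase) was preincubated with compound for 15 min at RT. Synthesis on 1.4 nM ssM13Gori ran 35 min, then was stopped with PicoGreen/EDTA and read as dsDNA fluorescence.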
HBB splice mod: modulators of hemoglobin beta chain splicing | Potency, µM (titrated, usually from 46.1 µM), for inactives: top-dose activation, hits mostly activators | HBB splicing reporter cell assay, activation; EGFP reporter with mutant IVS2-654 intron; response scale: normalised to 500 nM splice-correcting PNA | actives 0.06% (n = 65,000); further: potency means the concentration at half of the fitted maximal effect; 0% is about no effect
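HeLa cells stably expressing EGFP interrupted by mutant beta-globin intron 2 (IVS2-654), 500/well in 2% FCS. Treated with compound for 2 days at 37C. Splicing correction scored as total well GFP intensity (488 nm excitation, 500-520 nm emission); 500 nM antisense PNA served as control.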
CRE Fsk mod: CRE-bla signaling modulation under forskolin stimulation | CHO CRE-bla reporter (cAMP response element driving beta-lactamase), forskolin EC10, beta-lactamase ratio | Potency, µM (highest dose often 38.2 µM), inactives show at the top dose activity change, negative = inhibition, actives largely listed as activators | actives 2.5% (n = 71,000) | AID 662; active means well fitted activation curve with a large enough effect in the signal ratio, with a control signal flat, not every such curve was filed as active; inconclusive means small, poorly fitted or top-dose-only effect, or effect the other way, or a change in a side signal; the % refers to the signal ratio; further: potency means the concentration at half of the fitted maximal effect; % of control where 0% means no effect
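Modulation of forskolin signalling: compounds in titration series added with EC10 NKH 477 to CHO cells carrying a CRE-driven beta-lactamase reporter, 3 h, 37C. CCF4 FRET ratio (460/530 nm, ex 405 nm) gives %activity and AC50.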
GFP derepression: epigenetic modulators derepressing GFP locus in mouse cells | mouse C127i GFP locus derepression, cytometry, 30 h | actives 0.09% (n = 68,000) | Potency, µM (series often up to 46.1 µM), without a hit: top-dose GFP derepression (activation); further: % of control where 0% means no effect
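Murine C127i mammary cells carrying a silenced, stably integrated CMV-driven GFP reporter were treated with compound for 30 hours at 37 C. After PBS washes, GFP-positive cells were counted by laser-scanning microplate cytometry.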
Hsp90 Hop PPI: changes Hsp90-Hop TPR2A binding signal, up or down; AlphaScreen TPR2A-His6 binding biotin-Hsp90 C-terminal peptide; Potency, µM (series often up to 57 µM), for the others: top-dose activity change, negative = inhibition; actives 0.44% (n = 71,000); AID 595; active means well fitted curve in either direction with a large enough effect; inconclusive means small, poorly fitted or top-dose-only effect, or another doubt; further: potency means the concentration at half of the fitted maximal effect; on the % scale 0 is the no-effect control and ±100 the full control effect; many of its hits are not listed in these tables
BRCT inh green: BRCA1 BRCT-phosphoprotein interaction inhibition; BRCA1 BRCT-phosphopeptide binding, green fluorescence polarization; Potency, µM (series often up to 76.9 µM), without a hit: at the highest dose activity change, negative = inhibition, usual class: inhibitors; actives 0.05% (n = 75,000); AID 875;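 further: potency means the concentration at half of the fitted maximal effect; plate controls were peptide without protein for full effect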
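Compounds were incubated for 12 min at room temperature with a complex of 100 nM fluorescein-tagged pBACH1 decapeptide and 250 nM His-tagged BRCT protein. Buffer was phosphate pH 7.3 with EDTA, DTT and Tween 20. Disruption of binding lowers the polarization signal.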
UbGFP stabilizer: inhibits proteasome, raising ubiquitin-GFP reporter fluorescence; Potency, µM (doses to about 45.9 µM), without a hit: at the highest dose activation (GFP accumulation), hits mostly activators; AID 526; 67,000 tested, under 10 active; Ubiquitin-GFP reporter cells, proteasome inhibition, GFP fluorescence; response scale: untreated = 0%, 10 µM MG-132 = 100%; active means well fitted activation curve with a large enough effect, not every such curve was filed as active; inconclusive means small, poorly fitted or top-dose-only effect, or another doubt; inactive means no such curve, though single readings can be large or run the other way; further: potency means the concentration at half of the fitted maximal effect
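U2OS Ub(G76V)-GFP reporter; O/N plating, 0.5% FBS; cpd 46 uM–2.9 nM, 4 h, 37 °C; GFP+ cell count, 488/515 nm; norm. to basal vs 10 uM MG-132; CRC fit.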
ALOX15 inhib: blocks human 15-lipoxygenase activity. Potency, µM (highest dose often 57.1 µM), inactives show at the top dose activity change, negative = inhibition, hits mostly inhibitors. purified 15hLO-1, xylenol orange hydroperoxide absorbance. P16050. actives 1.4% (n = 74,000); further: potency means the concentration at half of the fitted maximal effect; on the % scale 0 is the no-effect control and ±100 the full control effect; nearly all actives have a fitted effect of over 55% in size
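Compounds were preincubated 15 min at room temperature with 40 nM purified human enzyme (25 mM Hepes pH 7.5, 0.01% Triton X-100); 50 uM arachidonic acid reacted 6 min. Fe-xylenol orange detection, 30 min, absorbance ratio 573/405 nm.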
USP2a inhib: inhibitors of human ubiquitin-specific protease USP2a; AID 927; Potency, µM (top dose mostly 38.3 µM), inactives show at the top dose activity change, negative = inhibition, actives largely listed as inhibitors; actives 0.1% (n = 60,000); USP2a enzymatic assay, qHTS inhibition;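 further: potency means the concentration at half of the fitted maximal effect; nearly all actives have a fitted effect of over 60% in size; plate controls were DMSO for no effect and NEM full inhibition control for full effect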
Target sequence (O75604 whole entry, looked up): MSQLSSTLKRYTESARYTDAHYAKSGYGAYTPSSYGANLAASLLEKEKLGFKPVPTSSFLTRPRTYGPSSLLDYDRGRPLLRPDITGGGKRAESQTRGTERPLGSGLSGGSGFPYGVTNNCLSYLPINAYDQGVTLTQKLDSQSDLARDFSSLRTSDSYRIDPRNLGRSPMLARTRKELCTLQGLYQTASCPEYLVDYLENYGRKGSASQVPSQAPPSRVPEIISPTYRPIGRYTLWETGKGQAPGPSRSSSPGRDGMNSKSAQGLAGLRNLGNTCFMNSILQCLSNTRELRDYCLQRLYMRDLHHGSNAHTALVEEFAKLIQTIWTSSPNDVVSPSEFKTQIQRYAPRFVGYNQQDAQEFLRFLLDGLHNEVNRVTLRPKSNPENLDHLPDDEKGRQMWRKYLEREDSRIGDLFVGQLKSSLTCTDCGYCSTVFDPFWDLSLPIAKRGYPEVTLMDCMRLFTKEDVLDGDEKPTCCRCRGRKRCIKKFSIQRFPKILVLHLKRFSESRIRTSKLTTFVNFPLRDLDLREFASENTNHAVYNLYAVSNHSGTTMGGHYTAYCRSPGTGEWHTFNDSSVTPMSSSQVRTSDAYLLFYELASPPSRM
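Coupled readout: USP2-cleaved Ub-PLA2 (20nM final) turns over NBD C6-HPC (20uM final), Ex 460nm/Em 535nm after 2.5 h, time-zero read flagging artifacts. Enzyme (20nM final, pH 8.0 Tris) given 30 min RT with compound first; NEM defines full inhibition.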
Numbers without * were called inactive; [ ] = remark or other dose. Unless noted, the call rests on the fitted dose curve; in most records, active means well fitted curve in the direction sought with a large enough effect; inconclusive means small, poorly fitted or top-dose-only effect, or another doubt; inactive means no such curve, though single readings can be large; an effect the other way counts as inactive or inconclusive. A portion of the library, so the mix of outcomes need not match the whole.

For COc1ccc(-n2nc3ccccc3n2)cc1 the results were HADH2 inh 5%, BRCT PPI red -0.1%, DNA Pol III inh -2%, HBB splice mod 3.2%[57.5 µM], CRE Fsk mod -15%, GFP derepression 0%, Hsp90 Hop PPI 3%, BRCT inh green 2.5%, UbGFP stabilizer 5%, ALOX15 inhib 4% and USP2a inhib 3%.
For COC(=O)c1c(N)n(-c2ccc(NC(C)=O)cc2)c2nc3ccccc3nc12 the results were HADH2 inh 225%[activator], BRCT PPI red 0.7%, DNA Pol III inh -2%, HBB splice mod -2.8%[0.369 µM], CRE Fsk mod inconclusive, GFP derepression -2%, Hsp90 Hop PPI -4%, BRCT inh green 1.6%, UbGFP stabilizer 3%, ALOX15 inhib -3% and USP2a inhib 4%.
Screening CCCOC(=O)Nc1ccc(C(N)=O)cc1 returned HADH2 inh -7%, BRCT PPI red 0.2%, DNA Pol III inh -2%, HBB splice mod 0.8%, CRE Fsk mod -1%, GFP derepression 2%, Hsp90 Hop PPI -3%, BRCT inh green -0.8%, UbGFP stabilizer 12%, ALOX15 inhib -2% and USP2a inhib -3%.
CC(=O)N1CCN(C(=O)CCc2c[nH]c3ccccc23)CC1 was read as HADH2 inh -1%, BRCT PPI red 1.3%, DNA Pol III inh -3%, HBB splice mod -0.1%, CRE Fsk mod 15%, GFP derepression 0%, Hsp90 Hop PPI -2%, BRCT inh green -1.1%, UbGFP stabilizer 0%, ALOX15 inhib -2% and USP2a inhib 1%.
For CCN1C(=O)/C(=C2/C=CC=CN2C)SC1=S the results were HADH2 inh inconclusive, BRCT PPI red -0.4%, DNA Pol III inh -7%[11.4 µM], HBB splice mod 0.7%[0.0738 µM], CRE Fsk mod inconclusive, GFP derepression 0%, Hsp90 Hop PPI -14%[11 µM], BRCT inh green 0.0%, UbGFP stabilizer -9%[9.17 µM], ALOX15 inhib -24%[11.4 µM] and USP2a inhib -1%[7.66 µM].
COCCCn1c(SCC(=O)N(C)C)nnc1-c1ccccc1 was read as HADH2 inh -12%, BRCT PPI red 1.8%, DNA Pol III inh -10%, CRE Fsk mod 3%, GFP derepression -3%, Hsp90 Hop PPI 0%, BRCT inh green 0.3%, UbGFP stabilizer 0%, ALOX15 inhib 6% and USP2a inhib 8%.
For O=C(O)c1ccc2c3c1cccc3c(=O)n1c3ccccc3nc21 the results were HADH2 inh -2%, BRCT PPI red -0.1%, DNA Pol III inh -7%, CRE Fsk mod 5µM*, GFP derepression -1%, Hsp90 Hop PPI -5%, BRCT inh green 0.2%, UbGFP stabilizer 1% and ALOX15 inhib -12%[25.6 µM].
Screening NC(=O)C1CCN(C(c2ccccc2Cl)c2nnnn2CC2CCCO2)CC1 (configuration not stated) returned HADH2 inh -1%, BRCT PPI red 1.6%, DNA Pol III inh -3%, HBB splice mod -2.2%, CRE Fsk mod -3%, GFP derepression 1%, Hsp90 Hop PPI -1%, BRCT inh green -2.4%, UbGFP stabilizer 14%, ALOX15 inhib -9% and USP2a inhib -7%.
For Cc1nn(CCC(=O)O)c2nc(-c3cccnc3)cc(C(F)(F)F)c12 the results were HADH2 inh 25µM*, BRCT PPI red -1.7%, DNA Pol III inh -5%, HBB splice mod 0.0%[57.5 µM], CRE Fsk mod 10µM*, GFP derepression 0%, Hsp90 Hop PPI 0%, BRCT inh green -0.1%, UbGFP stabilizer 0%, ALOX15 inhib 6% and USP2a inhib -3%.
For CCOC(=O)C1=C(CN2CCN(c3ccc(F)cc3)CC2)NC(=O)NC1c1cccs1 (configuration not stated) the results were HADH2 inh 2%, BRCT PPI red -2.2%, DNA Pol III inh -2%, HBB splice mod -3.7%, CRE Fsk mod inconclusive, GFP derepression -2%, Hsp90 Hop PPI -15%, BRCT inh green 0.7%, UbGFP stabilizer 4%, ALOX15 inhib -17% and USP2a inhib 11%.
`CSc1ccc(S(=O)(=O)Nc2ccc(NC(C)=O)cc2)cc1` gave HADH2 inh 1%, BRCT PPI red -0.2%, DNA Pol III inh 1%, HBB splice mod 6.6%, CRE Fsk mod -11%, GFP derepression 3%, Hsp90 Hop PPI inconclusive, BRCT inh green -0.4%, UbGFP stabilizer 2%, ALOX15 inhib -8% and USP2a inhib 0%.
`O=C(CCSc1nc(-c2ccc3c(c2)OCO3)cc(C(F)(F)F)n1)NCc1ccco1` gave HADH2 inh inconclusive, BRCT PPI red -0.2%, DNA Pol III inh 0%, HBB splice mod 0.3%, CRE Fsk mod 17%, GFP derepression -2%, Hsp90 Hop PPI 6%, BRCT inh green 1.0%, UbGFP stabilizer 0% and ALOX15 inhib -11%.
CCOC(=O)C1CCN(C(=O)c2cc(S(=O)(=O)N3CCOCC3)c(Cl)cc2Cl)CC1 was read as HADH2 inh 8%, BRCT PPI red 0.6%, DNA Pol III inh 3%, HBB splice mod -0.1%, CRE Fsk mod 17%, GFP derepression -1%, Hsp90 Hop PPI -1%, BRCT inh green 0.0%, UbGFP stabilizer -3%, ALOX15 inhib 6% and USP2a inhib 4%.
O=C(O)C1C(C(=O)O)C(C(=O)O)C1C(=O)O (configuration not stated) was read as HADH2 inh 6%[11.4 µM], BRCT PPI red 0.6%[15.4 µM], DNA Pol III inh -4%[11.4 µM], HBB splice mod 4.9%[9.22 µM], CRE Fsk mod 3%[7.6 µM], GFP derepression -2%[9.22 µM], Hsp90 Hop PPI 3%[11 µM], BRCT inh green -1.6%[15.4 µM], UbGFP stabilizer -6%[9.17 µM] and ALOX15 inhib 5%[11.4 µM].
O=C(NCCN1CCOCC1)c1ccc(CS(=O)(=O)c2ccc(Cl)cc2)o1 was read as HADH2 inh 8%, BRCT PPI red -2.3%, DNA Pol III inh -4%, HBB splice mod -1.2%, CRE Fsk mod 4%, GFP derepression -1%, Hsp90 Hop PPI -2%, BRCT inh green 0.5%, UbGFP stabilizer -4%, ALOX15 inhib 1% and USP2a inhib -2%.
`C/C(=N/Nc1nc(C)cc(=O)[nH]1)C(=O)O` gave HADH2 inh 16%[11.4 µM], BRCT PPI red 1.1%[15.4 µM], DNA Pol III inh -4%[11.4 µM], HBB splice mod 1.8%[9.22 µM], CRE Fsk mod 0%[7.6 µM], GFP derepression 0%[9.22 µM], Hsp90 Hop PPI -6%[11 µM], BRCT inh green -1.9%[15.4 µM], UbGFP stabilizer -4%[9.17 µM] and ALOX15 inhib 45%[activator][11.4 µM].
C=CCOc1cccc(C2C(C(=O)c3ccc(C)o3)=C(O)C(=O)N2c2nccs2)c1 (configuration not stated) was read as HADH2 inh -16%, BRCT PPI red -1.0%, DNA Pol III inh -6%, CRE Fsk mod inconclusive, GFP derepression -2%, Hsp90 Hop PPI -5%, BRCT inh green -18%, UbGFP stabilizer -1%, ALOX15 inhib 11% and USP2a inhib 263%[activator].
`COc1ccc(C(=O)C(OC(=O)CNC(=O)c2ccco2)c2ccccc2)cc1` (configuration not stated) gave HADH2 inh inconclusive, BRCT PPI red 0.1%, DNA Pol III inh 0%, HBB splice mod -8.1%, CRE Fsk mod -1%, GFP derepression 0%, Hsp90 Hop PPI -4%, BRCT inh green 3.2%, UbGFP stabilizer 19%, ALOX15 inhib -3% and USP2a inhib 35%[activator].
COC(=O)c1cc(-c2cccc(OC)c2)n[nH]1 was read as HADH2 inh -13%, BRCT PPI red -1.6%, DNA Pol III inh -3%, HBB splice mod -2.5%, CRE Fsk mod 8%, GFP derepression 0%, Hsp90 Hop PPI 1%, BRCT inh green -1.8%, UbGFP stabilizer -5%, ALOX15 inhib 7% and USP2a inhib 2%.
`COc1cc(OC)c(-c2nn3c(-c4ccco4)nnc3s2)cc1OC` gave HADH2 inh 40µM*, BRCT PPI red 0.8%, DNA Pol III inh -12%, HBB splice mod 0.9%[0.369 µM], CRE Fsk mod 3.2µM*, GFP derepression 2%, Hsp90 Hop PPI -15%, BRCT inh green 0.0%, UbGFP stabilizer -5%, ALOX15 inhib -18% and USP2a inhib 26%.
CSc1ccccc1NC(=O)Nc1ccccc1 was read as HADH2 inh -6%, BRCT PPI red 0.6%, DNA Pol III inh -2%, HBB splice mod -1.3%, CRE Fsk mod -8%, GFP derepression 6%, Hsp90 Hop PPI -4%, BRCT inh green 0.8%, UbGFP stabilizer 3%, ALOX15 inhib -3% and USP2a inhib 0%.
